ATG4B inh: ATG4B protease inhibitors, primary screen, biochemical, fluorescence, uHTS | ATG4B cleavage of LC3-PLA2, NBD-HPC fluorescence, 1 h | inhibition, % at 8.33 µM | 0.51% of 340,000 active; in the data active = inhibition above about 40%
APJ ag: agonists of human apelin receptor APJ, primary screen, CHO-K1 cells, PathHunter beta-arrestin, luminescence; 0% DMSO wells, 100% apelin; activation, % at 20 µM; 0.11% of 330,000 active; AID 2520, 2010;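 active = activation more than six SD over the plate average, tested at 20 µM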;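 also: 0% = DMSO alone and 100% = apelin-13 at 10 nM; some results filed as inactive read as strong as hits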
Target sequence (P35414 whole entry, looked up): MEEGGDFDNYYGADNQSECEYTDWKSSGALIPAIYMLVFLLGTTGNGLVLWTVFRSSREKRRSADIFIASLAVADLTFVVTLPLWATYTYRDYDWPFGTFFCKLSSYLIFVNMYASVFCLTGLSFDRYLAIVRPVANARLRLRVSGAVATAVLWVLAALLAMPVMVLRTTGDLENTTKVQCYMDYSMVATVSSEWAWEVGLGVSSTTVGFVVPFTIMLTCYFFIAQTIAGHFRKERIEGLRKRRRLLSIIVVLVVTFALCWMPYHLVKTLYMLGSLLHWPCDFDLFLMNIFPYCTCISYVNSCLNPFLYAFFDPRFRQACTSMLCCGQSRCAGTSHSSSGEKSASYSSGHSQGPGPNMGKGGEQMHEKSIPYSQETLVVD
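Test system: CHO-K1 APJ beta-arrestin complementation cell line. Amount: cell density 1000 per well. Controls: DMSO negative, 10 nM Apelin-13 positive. Signal: luminescent beta-gal fragment complementation, chemiluminescent substrate. Read-out basis: agonist-driven arrestin binding to APJ. Timing: compound stimulation 90 min at 25 °C, detection 60 min.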
UBC13 inh: UBC13 polyubiquitin chain formation inhibitors, primary screen, biochemical, TR-FRET, uHTS; inhibition, % at 20 µM; 0.47% of 330,000 active; AID 485273, 2010; Ubiquitin-conjugating enzyme E2 N (Homo sapiens), P61088; in the data active = inhibition above about 45%, passing the limit was not always enough
Target sequence (P61088 whole entry, looked up): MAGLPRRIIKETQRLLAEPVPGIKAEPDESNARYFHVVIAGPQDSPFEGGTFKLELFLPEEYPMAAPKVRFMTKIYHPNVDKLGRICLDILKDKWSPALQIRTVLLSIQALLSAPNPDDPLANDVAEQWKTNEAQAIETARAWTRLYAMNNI
Gli-Sufu block: Gli-Sufu pathway antagonists, primary screen, luciferase luminescence, Sufu-KO-LIGHT cells, uHTS; Sufu-KO-LIGHT fibroblasts, Gli luciferase reporter luminescence; inhibition, % at 5 µM; 0.74% of 340,000 active; AID 588413, 2011;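 active = inhibition above about 55%, limit read from the data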;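 also: 0% = DMSO-treated cells and 100% = wells with medium but no cells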
CXCR6 block: CXCR6 receptor inhibitors, primary screen, cell-based, beta-arrestin, luminescence, CHO-K1 PathHunter, 1536-well; C-X-C chemokine receptor type 6 (Homo sapiens), O00574; inhibition, % at 20 µM; 0.36% of 360,000 active; AID 602244, 2012; in the data active = inhibition above about 34%, passing the limit was not always enough;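 also: antagonist mode with CXCL16 agonist at 10 nM final; 0% = 10 nM CXCL16 with DMSO and 100% = unstimulated wells without agonist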
EBI2 block: EBI2 receptor antagonists, beta-arrestin recruitment, primary screen, cell-based, luminescence, 7a,25-OHC stimulation, uHTS; G-protein coupled receptor 183 (Homo sapiens), P32249; 7a,25-OHC stimulated; inhibition, % at 5 µM; 0.81% of 360,000 active; AID 651636, 2012; in the data active = inhibition above about 38%;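 also: enzyme fragment complementation signal reports receptor beta-arrestin coupling in cells; 0% = agonist plus DMSO wells and 100% = wells without agonist; some results beyond the cut were filed as inactive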
APJ antagonist: antagonists of human apelin receptor APJ, primary screen, CHO-K1 cells, beta-arrestin complementation, luminescence | P35414 | inhibition, % at 20 µM | 0.32% of 330,000 active;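 active = inhibition above about 40% at 20 µM, limit read from the data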;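 also: cells challenged with 10 nM apelin-13 agonist together with compound; plate controls were apelin-13 plus DMSO wells for no effect and DMSO wells lacking apelin-13 for full effect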
CCR6 antagonist: CCR6 receptor antagonists, primary screen, cell-based, CHO-K1, luminescence, beta-arrestin, uHTS. C-C chemokine receptor type 6 (Homo sapiens), P51684. CHO-K1 CCR6 PathHunter beta-arrestin, CCL20-stimulated. inhibition, % at 20 µM. 0.49% of 340,000 active. AID 493098, 2011;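 active = compounds whose inhibition of the agonist-driven luminescence signal at 20 µM reaches about 50%, limit read from the data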;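 also: cells stimulated with CCL20 at 14 nM final; plate controls were DMSO with CCL20 for no effect and DMSO without agonist for full effect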
Target sequence (P51684 whole entry, looked up): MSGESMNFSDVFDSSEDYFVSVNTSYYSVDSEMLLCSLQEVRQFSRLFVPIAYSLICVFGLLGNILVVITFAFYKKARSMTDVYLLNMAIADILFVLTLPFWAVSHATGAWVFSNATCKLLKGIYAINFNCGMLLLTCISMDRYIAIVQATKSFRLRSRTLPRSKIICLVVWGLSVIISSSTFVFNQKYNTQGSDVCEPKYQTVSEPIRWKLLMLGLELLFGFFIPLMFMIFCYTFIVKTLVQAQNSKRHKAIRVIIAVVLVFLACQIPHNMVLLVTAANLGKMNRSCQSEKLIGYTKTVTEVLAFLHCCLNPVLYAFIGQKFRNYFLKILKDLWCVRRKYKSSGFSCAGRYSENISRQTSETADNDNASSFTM
* hit, by the source's call; x = not tested or not shown.

SMILES	ATG4B inh	APJ ag	UBC13 inh	Gli-Sufu block	CXCR6 block	EBI2 block	APJ antagonist	CCR6 antagonist
Cc1ccccc1Cn1nnc2c1C(=O)c1ccccc1C2=O	-6	6	-16	5	-5	-7	-51	14
O=C(CN1C(=O)C2C3C=CC(C4CC34)C2C1=O)Oc1ccccc1 (stereo unspecified)	-5	-2	-27	-4	-7	-17	3	9
Cc1cccc(-n2c(CCn3nc(C)c([N+](=O)[O-])c3C)n[nH]c2=S)c1	2	-2	-1	6	16	9	-2	0
N/C(=N\OS(=O)(=O)c1ccc2ccccc2c1)c1cccnc1	-5	-3	-2	-8	-2	-9	6	-16
Oc1ccc(C2=NN(c3ccccc3)C(c3ccc(F)cc3)C2)cc1 (stereo unspecified)	14	-5	16	4	4	17	10	8
COC(=O)c1ccccc1NC(=O)Cn1c(=O)n(CCC(=O)NC2CCN(Cc3ccccc3)CC2)c(=O)c2ccccc21	2	-2	11	8	9	5	4	21
CCOc1cc(/C=N/NC(=O)CSc2cccc3cccnc23)ccc1O	-9	0	-2	4	-8	8	1	20
O=C(COC(=O)c1cn(-c2ccccc2)nc1-c1cccnc1)NC1CC1	-6	1	4	5	-3	-11	11	-12
O=C1NC(=O)C(CC(=O)N(Cc2cccs2)C2(C(=O)NC3CCCCC3)CCCCC2)N1 (stereo unspecified)	3	-2	-1	3	-5	-8	17	17
CCOC(=O)CSCc1c(C#N)c2ccccc2n1C	-9	-4	12	3	3	-3	-11	-11
COC(=O)c1cc(NC(=O)c2cccc(F)c2)cc(C(=O)OC)c1	-6	0	-8	5	9	3	-6	12
CC(C)(CNC(=O)C1CCN(S(=O)(=O)c2cc([N+](=O)[O-])ccc2Cl)CC1)N1CCOCC1	5	13	2	0	-5	-7	-50	4
CCOC(=O)COc1cccc2c(=O)n(CC(=O)N3CCN(C(=O)OCC)CC3)ccc12	-4	1	-15	0	-4	-12	-3	7
COc1ccc(C2N(c3ccccc3)CCN2c2ccccc2)cc1O	13	-4	1	-6	6	2	6	-1
CCN(CC)CC(O)COc1ccccc1C(=O)CCc1ccccc1 (stereo unspecified)	-2	-3	8	9	-9	-2	6	-5
Cc1cccnc1NC(=O)c1cccc(S(=O)(=O)N2CCN(c3ccccc3)CC2)c1	-13	3	-7	-5	-6	17	-45	5
Cc1ccccc1NC(=O)CSCCN1C(=O)c2ccccc2C1=O	-7	-3	12	-26	7	1	4	6
CCNc1nc(Nc2ccc(C)c(Cl)c2)c2cnn(C)c2n1	-5	-2	31	19	-22	23	-7	1
O=[N+]([O-])c1nn(-c2ccc3c(c2)OCCO3)n(O)c1=Nc1ccc(Cl)cc1	-29	7	-12	57*	-8	7	-14	16
COCCOCC(O)CN1CCN(c2ccc(C)cc2)CC1 (stereo unspecified)	-9	-5	7	-8	-1	-1	1	13
COc1cccc(OC)c1C(=O)NC(=S)Nc1ccc(S(=O)(=O)Nc2nccs2)cc1	-1	-3	-5	1	-4	-14	-16	6
O=C(Nc1ccccc1)c1cnc2n(c1=O)CCS2	4	-3	-2	-10	6	-12	-51	7
CC(=O)N1CCc2cc(S(=O)(=O)NCCC(=O)NC3CCCCCC3)ccc21	1	-1	9	14	-1	-9	-13	-3
Cc1cccc(Cn2c(=O)n(-c3ccc(CC(=O)NCc4ccco4)cc3)c(=O)c3sccc32)c1	0	-4	4	2	11	26	-3	-3
Cc1cc(F)ccc1S(=O)(=O)Nc1ccccc1C(=O)N1CCCC1	-5	-2	1	10	-2	7	3	-2
CN(/N=C/c1cc(Cl)cc(Cl)c1O)c1c(Cl)cccc1[N+](=O)[O-]	0	-1	-4	3	13	-4	15	26
C=C(C)COc1ccc(-c2nc(N)ncc2-c2ccc(OC)c(OC)c2)c(O)c1	5	-3	2	-1	10	35	12	9
CC(=O)N[C@@H](Cc1c[nH]c2ccccc12)C(=O)OCC(=O)Nc1cc(C)on1	3	x	x	-2	-3	-2	x	-3
Cc1ccc(OCC(=O)N2c3ccccc3NC(=O)C2(C)C)c([N+](=O)[O-])n1	-8	-1	4	3	-4	2	-27	5
Cc1ccc(CC(=O)N2CCN(c3cccc(C(F)(F)F)c3)CC2)cc1	10	-3	-5	4	-8	20	-9	15

Three compounds already listed, arranged by count of non-hydrogen atoms, high to low.
SMILES	ATG4B inh	APJ ag	UBC13 inh	Gli-Sufu block	CXCR6 block	EBI2 block	APJ antagonist	CCR6 antagonist
Cc1ccc(OCC(=O)N2c3ccccc3NC(=O)C2(C)C)c([N+](=O)[O-])n1	-8	-1	4	3	-4	2	-27	5
Cc1cc(F)ccc1S(=O)(=O)Nc1ccccc1C(=O)N1CCCC1	-5	-2	1	10	-2	7	3	-2
CN(/N=C/c1cc(Cl)cc(Cl)c1O)c1c(Cl)cccc1[N+](=O)[O-]	0	-1	-4	3	13	-4	15	26

Following part
SMILES	ATG4B inh	APJ ag	UBC13 inh	Gli-Sufu block	CXCR6 block	EBI2 block	APJ antagonist	CCR6 antagonist
COc1ccccc1OCC(O)Cn1c(=N)n(Cc2ccccc2)c2ccccc21 (stereo unspecified)	-12	-2	13	37	8	16	8	0
O=C(NCc1ccc2c(c1)OCO2)c1cnc2n(c1=O)CCS2	-1	-1	3	2	2	-3	8	-1
COc1ccc(-c2csc(NC(=O)Cn3nc(C)cc3C)n2)cc1	-9	0	5	-6	1	-5	-6	-3
CCOc1ccc(N2C(=O)C3=C(C(c4ccc(Cl)cc4)=NCCN3)C2c2cccnc2)cc1 (stereo unspecified)	-6	-2	-19	7	-2	-8	-16	5
Cc1nc2ncnn2c(Nc2ccc3c(c2)OCCO3)c1C	4	-2	3	-1	-3	-10	1	1
COc1cc(/C=N/NC(=O)c2cccc3ccccc23)cc(OC)c1O	0	-1	-5	-20	-8	2	3	1
Cc1c(C2(O)CCCCC2)[nH]c2cnccc12	9	-3	15	-2	4	-18	0	2
CN(CCNC(=O)c1ccc(CS(=O)(=O)c2ccc(Br)cc2)o1)CCc1ccccc1	18	-2	12	20	8	2	16	18
Cc1[nH]c(=O)[nH]c(=O)c1CSc1nnc([C@H](CC(C)C)NC(=O)OC(C)(C)C)o1	-7	-1	4	32	-2	1	8	-23
Cc1cc(C)nc(-n2ncc3c2CC(c2ccc(C(C)C)cc2)CC3=O)n1 (stereo unspecified)	-17	-3	7	5	-4	-7	16	-1
O=C(COC(=O)c1n[nH]c2ccccc12)NC(=O)NC12CC3CC(CC(C3)C1)C2	6	-2	2	6	-7	11	19	3
CC(C)CC(C(=O)O)N1C(=O)C2C3CC(C2C1=O)C1C(c2ccccc2)c2sc(=O)[nH]c2SC31 (stereo unspecified)	11	-4	-5	10	1	-3	5	-7
COc1cc(/C=N/NC(=O)CCn2nnc3ccccc32)ccc1O	-5	-3	3	-1	20	3	15	4
CC(C)NC(=O)N(C)C[C@H]1Oc2ccc(NC(=O)Nc3ccc4c(c3)OCO4)cc2C(=O)N([C@H](C)CO)C[C@@H]1C	-5	0	-12	-16	0	0	5	12
COc1cc(C(=O)NCCC(=O)N2CCCCC2)cc(OC)c1OC	-7	-2	7	29	2	12	-26	7
COc1ccc(Cn2c(C)c(C)c(C#N)c2NC(=O)Nc2cccc(Cl)c2)cc1	13	0	-7	17	-4	-3	14	13
Cn1c(COc2ccccc2)nc2ccccc21	2	-3	10	-50	-8	-3	4	-8
CC(C)(O)c1cn(-c2nonc2N)nn1	-6	3	1	-1	2	-11	8	-5
CC(CCc1ccccc1)NC(=O)CN1CCc2ccccc2C1 (stereo unspecified)	0	0	-5	-2	-2	-7	-20	12
CCCC(=O)n1nc(-c2ccccc2)nc1SC	1	-8	-4	-19	-8	43*	0	-8
c1ccc2c(c1)CCCc1cc(NCCN3CCOCC3)nnc1-2	-5	-6	9	0	3	5	0	9
O=P(CCCO)(Cc1ccccc1)Cc1ccccc1	-10	-3	-6	1	3	-13	-3	-3
COc1ccc(Cc2nnc(SCC(=O)Nc3ccc(N4CCOCC4)cc3)o2)cc1	-6	0	-1	9	-6	-9	22	8
COc1ccc(CCC2(C)NC(=O)N(C(C)C(=O)N3c4ccccc4CC3C)C2=O)cc1 (stereo unspecified)	-1	4	-6	0	-5	-4	5	0
C=CCn1c(N2CCCC2)nc2c1c(=O)n(C)c(=O)n2C	2	-2	-6	-4	4	-8	-8	-11
COc1ccc(Cl)cc1NC(=O)CN(C)C(=O)c1sc2ccccc2c1Cl	-3	-2	22	2	8	-2	2	9
O=C(Cn1ccc(C(F)(F)F)n1)Nc1ccc(S(=O)(=O)NCc2ccco2)cc1	-6	3	-5	9	-3	3	-10	8
COc1c2ccoc2c(OC(C)=O)c2oc(C)cc(=O)c12	-9	-1	1	-3	1	-9	-6	-5
COc1ccc(C(=O)C23CC4CC(C2)CC(C(=O)c2ccc(OC)cc2)(C4)C3)cc1	13	-4	7	11	-2	6	4	27
COc1ccc(S(=O)(=O)N2CCOCC2)cc1NC(=O)CCc1nc2ccccc2c(=O)[nH]1	2	-3	0	-2	0	-2	11	-8
CCc1cc2c(=O)c(-c3nc4ccccc4n3C)coc2c(CN2CCOCC2)c1O	-4	-2	8	-6	-2	-7	13	2
CN(C)CCSc1nnc2[nH]c3ccccc3c2n1	-3	-1	-20	8	4	-2	-12	0

Molecules listed so far containing an aryl methoxy group, in the order listed:
SMILES	ATG4B inh	APJ ag	UBC13 inh	Gli-Sufu block	CXCR6 block	EBI2 block	APJ antagonist	CCR6 antagonist
COc1ccc(C2N(c3ccccc3)CCN2c2ccccc2)cc1O	13	-4	1	-6	6	2	6	-1
COc1cccc(OC)c1C(=O)NC(=S)Nc1ccc(S(=O)(=O)Nc2nccs2)cc1	-1	-3	-5	1	-4	-14	-16	6
C=C(C)COc1ccc(-c2nc(N)ncc2-c2ccc(OC)c(OC)c2)c(O)c1	5	-3	2	-1	10	35	12	9
COc1ccccc1OCC(O)Cn1c(=N)n(Cc2ccccc2)c2ccccc21 (stereo unspecified)	-12	-2	13	37	8	16	8	0
COc1ccc(-c2csc(NC(=O)Cn3nc(C)cc3C)n2)cc1	-9	0	5	-6	1	-5	-6	-3
COc1cc(/C=N/NC(=O)c2cccc3ccccc23)cc(OC)c1O	0	-1	-5	-20	-8	2	3	1
COc1cc(/C=N/NC(=O)CCn2nnc3ccccc32)ccc1O	-5	-3	3	-1	20	3	15	4
COc1cc(C(=O)NCCC(=O)N2CCCCC2)cc(OC)c1OC	-7	-2	7	29	2	12	-26	7
COc1ccc(Cn2c(C)c(C)c(C#N)c2NC(=O)Nc2cccc(Cl)c2)cc1	13	0	-7	17	-4	-3	14	13
COc1ccc(Cc2nnc(SCC(=O)Nc3ccc(N4CCOCC4)cc3)o2)cc1	-6	0	-1	9	-6	-9	22	8
COc1ccc(CCC2(C)NC(=O)N(C(C)C(=O)N3c4ccccc4CC3C)C2=O)cc1 (stereo unspecified)	-1	4	-6	0	-5	-4	5	0
COc1ccc(Cl)cc1NC(=O)CN(C)C(=O)c1sc2ccccc2c1Cl	-3	-2	22	2	8	-2	2	9
COc1c2ccoc2c(OC(C)=O)c2oc(C)cc(=O)c12	-9	-1	1	-3	1	-9	-6	-5
COc1ccc(C(=O)C23CC4CC(C2)CC(C(=O)c2ccc(OC)cc2)(C4)C3)cc1	13	-4	7	11	-2	6	4	27
COc1ccc(S(=O)(=O)N2CCOCC2)cc1NC(=O)CCc1nc2ccccc2c(=O)[nH]1	2	-3	0	-2	0	-2	11	-8
